Giardia FBPA inh = qHTS Assay for Inhibitors of Fructose-1,6-bisphosphate Aldolase from Giardia Lamblia | A8B2U2 | purified Giardia FBPA | Potency, µM (series often up to 59.6 µM), for inactives: at the top dose activity, negative = inhibition, actives largely listed as inhibitors | hit rate 0.71% among 290,000; note: potency is the fitted concentration of half-maximal effect; nearly all actives have a fitted effect of over 55% in size
Target sequence (A8B2U2 whole entry, looked up): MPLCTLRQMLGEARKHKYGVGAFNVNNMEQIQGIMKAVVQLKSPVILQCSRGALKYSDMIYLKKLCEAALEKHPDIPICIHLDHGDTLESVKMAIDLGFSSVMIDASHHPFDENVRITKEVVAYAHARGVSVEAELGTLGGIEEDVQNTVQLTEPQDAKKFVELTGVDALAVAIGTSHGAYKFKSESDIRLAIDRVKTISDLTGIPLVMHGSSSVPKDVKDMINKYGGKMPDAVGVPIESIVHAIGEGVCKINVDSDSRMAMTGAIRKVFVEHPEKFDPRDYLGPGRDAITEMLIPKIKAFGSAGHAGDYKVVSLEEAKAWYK
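Giardia FBPA (40 nM reagent) was preincubated 10 min at RT with compound (up to 57.5 uM final), then substrate plus GAPDH/TPI/NAD/arsenate coupling system with diaphorase/resazurin was added; resorufin fluorescence (525/598 nm) was read after 20 min.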
Sm TGR block = qHTS Assay for the Inhibitors of Schistosoma Mansoni Peroxiredoxins; Potency, µM (top dose mostly 114 µM), for inactives: top-dose activity change, negative = inhibition, hits mostly inhibitors; purified TGR, DTNB reduction, TNB absorbance 405 nm; Schistosoma mansoni thioredoxin glutathione reductase (TGR), Q962Y6; hit rate 3% among 360,000; note: potency is the fitted concentration of half-maximal effect; nearly all actives have a fitted effect of over 60% in size
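TGR 20 nM + NADPH 100 uM (dispensed conc.), cpd preinc 15 min RT; start with NADPH (500 uM addition) then DTNB (15 mM addition). Kinetic TNB absorbance, 405 nm filter. Four-parameter Hill fit across titration.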
AmpC inh no detg = qHTS Inhibitors of AmpC Beta-Lactamase (assay without detergent). hit rate 0.52% among 330,000. AmpC nitrocefin hydrolysis, absorbance 480 nm, 0.0001% Triton. Potency, µM (titrated, usually from 57.1 µM), without a hit: top-dose activity change, negative = inhibition, actives largely listed as inhibitors. P00811;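 note: potency is the fitted concentration of half-maximal effect; plate controls were no compound for no effect and no enzyme for full effect; nearly all actives have a fitted effect of over 20% in size; some results filed as inactive show a strong effect at the top dose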
Target sequence (P00811 whole entry, looked up): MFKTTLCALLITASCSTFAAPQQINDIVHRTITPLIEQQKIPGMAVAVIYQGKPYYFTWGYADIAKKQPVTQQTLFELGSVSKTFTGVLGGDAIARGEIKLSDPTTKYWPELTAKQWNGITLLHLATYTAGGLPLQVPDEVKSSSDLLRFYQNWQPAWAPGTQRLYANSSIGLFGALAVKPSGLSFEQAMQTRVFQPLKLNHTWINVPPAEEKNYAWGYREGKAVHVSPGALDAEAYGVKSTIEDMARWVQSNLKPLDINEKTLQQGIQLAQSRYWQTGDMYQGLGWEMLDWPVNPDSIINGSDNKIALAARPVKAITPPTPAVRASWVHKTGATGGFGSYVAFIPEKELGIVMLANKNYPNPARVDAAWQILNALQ
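AmpC (5.3 nM in the dispensed reagent) in 20 mM phosphate pH 7.0 with 0.01% (detergent screen) or 0.0001% Triton X-100 was preincubated with compounds for 15 min at room temperature. Nitrocefin was then added from an 800 uM solution, and hydrolysis was followed at 480 nm.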
HCV inhibitor = qHTS Assay for Inhibitors of Hepatitis C Virus (HCV). Huh7.5.1 HCVcc-Cre infection, luciferase reporter, 44 h. Potency, µM (doses to about 41.8 µM), for inactives: top-dose activity change, negative = inhibition, usual class: inhibitors. hit rate 3.4% among 340,000; note: potency is the fitted concentration of half-maximal effect
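After 44 h co-culture of compound, cells and HCVcc-Cre (~0.5 moi), substrate is added for 15 min at room temperature and luciferase measured over 15 sec. Cells were seeded at 1,000/well and pre-cultured 4 h.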
AmpC inh detg = qHTS Inhibitors of AmpC Beta-Lactamase (assay with detergent). P00811. hit rate 0.041% among 370,000. AID 485294, 2010. Potency, µM (titrated, usually from 114 µM), for inactives: at the highest dose activity change, negative = inhibition, most hits filed as inhibitors. AmpC hydrolysis of nitrocefin, absorbance 480 nm, 0.01% Triton;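 note: potency is the fitted concentration of half-maximal effect; 0% = no-compound wells and -100% = no-enzyme wells; nearly all actives have a fitted effect of over 25% in size; some results filed as inactive show a strong effect at the top dose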
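20 mM phosphate pH 7.0 + 0.01% (detergent screen) or 0.0001% Triton X-100; 5.3 nM AmpC reagent; cpd preinc 15 min RT; nitrocefin (800 uM stock) to start; A480 q20 s × 4 min; Activity was normalised to no-enzyme and no-compound control wells.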
HCMV antiviral = qHTS Assay for inhibitors of the human cytomegalovirus (HCMV) | AID 1259415, 2018 | activity change, negative = inhibition, % at 57.5 µM | hit rate 4.5% among 410,000 | HFF cells, HCMV-luciferase reporter, 72 h; hits give low values; in the data active = activity change below about -60%; inconclusive = no clear call, values can overlap the other calls; inactive = above about -39%
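Luciferase read-out from HCMV-luciferase-infected HFFs (MOI 1 PFU/cell) 72 h post infection at 37C; compounds added after 16 h cell attachment; activity normalized between buffer-only basal and Salinomycin (10uM) inhibitor controls.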
The depositor's hits bear a star; ? = inconclusive; . = no result given; & = joins results of further samples; [ ] = another dose, or the depositor's remark. Unless noted, calls come from the whole dose curve; as a rule, active = well fitted curve in the direction sought with a large enough effect; inconclusive = small, poorly fitted or top-dose-only effect, or another doubt; inactive = no such curve, though single readings can be large; an effect the other way counts as inactive or inconclusive. Unless noted, % is set by controls: 0 for no effect and ±100 for the full control effect. Outcome played no part in choosing rows, and some 9.9% of all compounds hit somewhere here.

Field names: A = Giardia FBPA inh; B = Sm TGR block; C = AmpC inh no detg; D = HCV inhibitor; E = AmpC inh detg; F = HCMV antiviral
Clc1ccc(OCCSc2ncccn2)c2ccccc12
  A = 2% | B = 11% | C = -1% | D = ? | E = -3% | F = -14

Cc1ccc2c(CC(=O)NNC(=O)c3ccccc3)coc2c1
  A = 0% | B = -11% | C = -9% | D = -7% | E = -6% | F = 0

O=C(CCNS(=O)(=O)c1ccc2c(c1)CCN2C(=O)C1CC1)N1CCN(c2cccc(Cl)c2)CC1
  A = . | B = -2% | C = . | D = . | E = -8% | F = ?

CCn1cc([N+](=O)[O-])c(C(=O)N2N=C(c3ccc(O)c(OC)c3)CC2c2ccccc2O)n1 (configuration not stated)
  A = 3% | B = -3% | C = 0% | D = ? | E = ? | F = -1

CCOC(=O)Cc1nnc(NCc2ccccc2)c2ccccc12
  A = -6% | B = -2% | C = -21% | D = 3% | E = 2% | F = ?

N=C1/C(=C\c2ccc(OC(=O)c3ccco3)cc2)C(=O)N=C2SC=NN12
  A = 11% | B = -13% | C = -30% | D = -5% | E = -5% | F = 32

CCOC(=O)c1cnn(-c2ccccc2)c1-c1ccccc1
  A = 0% | B = -1% | C = 5% | D = ? | E = 1% | F = ?

CC(C)C(OC(=O)/C=C/c1ccc2c(c1)OCO2)C(=O)NC(N)=O (configuration not stated)
  A = -2% | B = 11% | C = -17% | D = 6% | E = -3% | F = -8

Cc1ccc(C(=O)N/C(=C/c2ccco2)C(=O)N2CCOCC2)cc1
  A = 2% | B = -12% | C = -9% | D = 10% | E = -23% | F = -6

COc1ccc(Br)cc1C(=O)NC(=S)Nc1c(C)n(C)n(-c2ccccc2)c1=O
  A = 5% | B = -8% | C = -5% | D = ? | E = ? | F = -14

CCCCCN(C(=O)CCCSc1nncs1)c1c(N)n(CCCC)c(=O)[nH]c1=O
  A = 7% | B = 11% | C = -19% | D = 1% | E = 0% | F = -21

CCc1ccc(NC(=O)COC(=O)/C(=C/c2ccccc2OC)c2ccccc2)cc1
  A = -2% | B = -10% | C = -35% | D = -21% | E = -5% | F = ?

Cc1ccc(C(=O)CCC(=O)OCC(=O)NNC(=O)c2ccc([N+](=O)[O-])cc2)cc1
  A = . | B = -2% | C = -7% | D = 9% | E = 2% | F = -5

CCOc1ccc(/C=N/NC(=O)Cc2csc(Nc3cccc(C(F)(F)F)c3)n2)c(OCC)c1
  A = -5% | B = 13% | C = -37% | D = ? | E = 9% | F = -5

Oc1ccc(COCc2ccccc2)c2cccnc12
  A = 13% | B = 35µM* | C = -25%&-19% | D = 5µM* | E = -13%&-6% | F = -99*

A second format for part of the listing above.
canonical_smiles | Giardia FBPA inh | Sm TGR block | AmpC inh no detg | HCV inhibitor | AmpC inh detg | HCMV antiviral
CCOC(=O)Cc1nnc(NCc2ccccc2)c2ccccc12 | -6% | -2% | -21% | 3% | 2% | ?
N=C1/C(=C\c2ccc(OC(=O)c3ccco3)cc2)C(=O)N=C2SC=NN12 | 11% | -13% | -30% | -5% | -5% | 32

Next part
Field names: A = Giardia FBPA inh; B = Sm TGR block; C = AmpC inh no detg; D = HCV inhibitor; E = AmpC inh detg; F = HCMV antiviral
CCn1ncc(S(=O)(=O)NCc2ccco2)c1C
  A = . | B = -27% | C = -27% | D = 18% | E = 1% | F = 6

N#Cc1ccccc1NC(=O)CSc1n[nH]c(-c2ccco2)n1
  A = ? | B = -1% | C = 8% | D = 9% | E = -7% | F = -2

O=C(Oc1nsnc1N1CCOCC1)c1ccccc1
  A = 1% | B = -35% | C = -6% | D = 21% | E = ? | F = -29

O=C1N=C(N2CCOCC2)S/C1=C1\C(=O)N(Cc2ccccc2)c2ccc(Br)cc21
  A = 2% | B = 0% | C = -18% | D = . | E = -16% | F = .

COC(=O)c1c(C)sc(-c2c(-c3cccc(OC)c3)[nH]c3c2c(=O)[nH]c(=O)n3C)c1O
  A = . | B = -5% | C = . | D = . | E = 9% | F = -5

Cc1sc2ncnc(OCc3nnc(-c4cccs4)o3)c2c1C
  A = -3% | B = -1% | C = -16% | D = 6% | E = 3% | F = 69

CSc1sc(C(=O)NNC(C)=O)c2c1C=CCC2
  A = ? | B = -9% | C = -13% | D = -4% | E = 5% | F = 2

CCCOC(=O)CN1C(=O)c2ccccc2C1=O
  A = 10% | B = 0% | C = -5% | D = 23% | E = -5% | F = -8

O=C(CN1N=C(c2ccccc2)CCC1=O)NCc1ccccc1
  A = 8% | B = 4% | C = -7% | D = 27% | E = 8% | F = 0

O=C(Nc1ccc(CN2CCOCC2)cc1)c1cccc(-c2cc3ccccc3oc2=O)c1
  A = 4% | B = 1% | C = -1%[2.29 µM] | D = ? | E = -5% | F = 34

CCCCSc1nn[nH]n1
  A = ? | B = 0% | C = -12% | D = 6% | E = -7% | F = -6

CC(C)Cn1c(SCC(=O)Nc2cccc(S(N)(=O)=O)c2)nc2ccccc2c1=O
  A = 0% | B = 4% | C = -42% | D = -22% | E = 4% | F = 12

CCC(CC)NC(=O)c1cccc(Oc2ccccc2)c1
  A = 4% | B = 3% | C = -18% | D = ? | E = 0% | F = -1

CN(C)S(=O)(=O)c1cccc(NC(=O)CCc2nc3sc4c(c3c(=O)[nH]2)CCCC4)c1
  A = . | B = -11% | C = -42% | D = ? | E = ? | F = -67*

CCc1ccc(-n2nc(CO)c(C(=O)NCC(c3ccccc3)c3ccccc3)n2)cc1
  A = . | B = 6% | C = . | D = . | E = 13% | F = 97

An excerpt of these results, with each value named.
SMILES: CCCCCN(C(=O)CCCSc1nncs1)c1c(N)n(CCCC)c(=O)[nH]c1=O
  Giardia FBPA inh: 7% | Sm TGR block: 11% | AmpC inh no detg: -19% | HCV inhibitor: 1% | AmpC inh detg: 0% | HCMV antiviral: -21
SMILES: CCc1ccc(NC(=O)COC(=O)/C(=C/c2ccccc2OC)c2ccccc2)cc1
  Giardia FBPA inh: -2% | Sm TGR block: -10% | AmpC inh no detg: -35% | HCV inhibitor: -21% | AmpC inh detg: -5% | HCMV antiviral: ?
SMILES: Cc1ccc(C(=O)CCC(=O)OCC(=O)NNC(=O)c2ccc([N+](=O)[O-])cc2)cc1
  Giardia FBPA inh: . | Sm TGR block: -2% | AmpC inh no detg: -7% | HCV inhibitor: 9% | AmpC inh detg: 2% | HCMV antiviral: -5

(list continues)
Field names: A = Giardia FBPA inh; B = Sm TGR block; C = AmpC inh no detg; D = HCV inhibitor; E = AmpC inh detg; F = HCMV antiviral
O=C(c1ccc(Cl)nc1)N1CCc2ccccc2C1
  A = 4% | B = -18% | C = -4% | D = 23% | E = 3% | F = -20

Cc1cccc(-n2ncc3c(N4CCOCC4)ncnc32)c1
  A = -15% | B = -20% | C = 4% | D = -17% | E = 3% | F = 30

COc1ccccc1NC(=O)c1ccccc1N(Cc1ccccc1)S(C)(=O)=O
  A = 13% | B = -4% | C = 5% | D = 4% | E = ? | F = 22

NC(=O)C1CCN(c2nc3ccccc3nc2NS(=O)(=O)c2ccc(Br)cc2)CC1
  A = . | B = . | C = -24% | D = ? | E = . | F = 44

CCCN(CC(=O)Nc1ccccc1C)C(=O)c1cccc(S(=O)(=O)N2CCc3ccccc3C2)c1
  A = . | B = 2% | C = 47% | D = 22µM* | E = 9% | F = -13

CCCCC(CC)C(=O)Nc1ccc(C#N)cc1 (configuration not stated)
  A = 0% | B = -1% | C = -14% | D = -16% | E = -1% | F = -14

Cc1ccc(-n2c(-c3ccc([N+](=O)[O-])cc3)nc3ccccc3c2=O)cc1
  A = 3% | B = -8% | C = -33% | D = -4% | E = -12% | F = -34

O=c1cc(CSc2nnc(COc3ccccc3Cl)o2)nc2sccn12
  A = 9% | B = 5% | C = 2% | D = 6% | E = -5% | F = 0

Cc1ccc(-c2nc3ncccn3c2NC2CCCCC2)o1
  A = 2% | B = -27% | C = 2% | D = ? | E = 0% | F = -40

CCN1C(=O)/C(=C\N2CCN(c3cccc(Cl)c3)CC2)SC1=S
  A = -2% | B = 5% | C = -3% | D = -5% | E = ? | F = -6

O=C1c2ccccc2C(=O)N1OCCOCCOCCON1C(=O)c2ccccc2C1=O
  A = 7% | B = -22% | C = -16% | D = 13% | E = -4% | F = 40

Cc1cc(C)c2nc(C(F)(F)F)nc(NCCCN3CCOCC3)c2c1
  A = -2% | B = 3% | C = 140%[activator] | D = ? | E = 0% | F = -39

COc1ccc2oc3cc(C)[n+]([O-])c(-c4ccc(Cl)cc4)c3c2c1
  A = 1% | B = 1% | C = 2% | D = ? | E = -8% | F = -91*

CCOc1ccccc1N(C(=O)c1snc(C(N)=O)c1N)C(CC)C(=O)NC1CCCC1 (configuration not stated)
  A = -4% | B = -12% | C = -15% | D = ? | E = -5% | F = ?

CCOC(=O)c1c(C)n(CC(O)CN(CC)CC)c2cc(Br)c(OC)cc12 (configuration not stated)
  A = 3% | B = 10% | C = 44% | D = ? | E = 2% | F = 23

Cc1ccc(OCc2nnc(-c3ccccc3)o2)cc1
  A = . | B = 17% | C = . | D = . | E = 7% | F = 58

Cc1ccccc1CN1CCN(c2ccc(Cl)cc2)CC1
  A = -17% | B = 8% | C = -35% | D = 16% | E = -2% | F = ?

Cn1ccc2cc(S(=O)(=O)N3CCCN(C(=O)Nc4ccccc4Br)CC3)ccc21
  A = . | B = -17% | C = . | D = . | E = -5% | F = 9

O=C(CSC1=NNC(c2ccccn2)S1)Nc1cccc(Cl)c1 (configuration not stated)
  A = -13% | B = -27% | C = ? | D = 2% | E = -5% | F = -78*

CSCC[C@H](NC(=O)C1CCN(S(=O)(=O)c2ccc(C)cc2C)CC1)c1nc2ccccc2[nH]1
  A = . | B = . | C = -24% | D = ? | E = . | F = -34

COc1ccc2nc(SCC(=O)Nc3ccc4[nH]c(=O)[nH]c4c3)[nH]c2c1
  A = . | B = -1% | C = -15% | D = 8% | E = -5% | F = 0

CCc1ccc2oc(-c3ccc(NC(=O)c4cccc(Cl)c4Cl)cc3)nc2c1
  A = . | B = 10% | C = . | D = . | E = 15% | F = -70*

COc1cc(N=Nc2ccccc2C(=O)O)ccc1O
  A = ? | B = -24% | C = -24% | D = -4% | E = -7% | F = ?

O=C(C(=S)N1CCOCC1)c1c[nH]c2ccccc12
  A = 1% | B = 19% | C = -19% | D = 4% | E = -1% | F = -22

CC(C)(C)c1ccc(CNC(=O)C2CCCN2C(=O)Nc2ccccc2)cc1 (configuration not stated)
  A = 7% | B = 2% | C = 36% | D = -8% | E = 1% | F = -36

O=C1N/C(=N\N=C\c2cccs2)SC1Cc1cccc(Cl)c1 (configuration not stated)
  A = -3% | B = 8% | C = -27% | D = ? | E = ? | F = -6

Compound activity (PubChem)
